Source: PubChem (several laboratories)
Scp-1 inhibitor = Scp-1 phosphatase inhibitors, primary screen, biochemical, colorimetric, uHTS; Recombinant Scp1, phosphopeptide, malachite green phosphate absorbance; inhibition, % at 20 µM; actives 0.88% (n = 340,000);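 active = inhibition above about 50% at 20 µM, limit read from the data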;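 also: plate controls were DMSO wells with enzyme for no effect and wells lacking enzyme for full effect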
Target sequence (Q9GZU7 76-261 limits assumed): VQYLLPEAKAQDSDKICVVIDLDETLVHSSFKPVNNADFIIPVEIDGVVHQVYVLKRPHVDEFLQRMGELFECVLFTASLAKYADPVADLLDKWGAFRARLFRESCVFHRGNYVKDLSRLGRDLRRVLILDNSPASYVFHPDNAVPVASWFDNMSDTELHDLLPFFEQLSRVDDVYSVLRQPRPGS
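Times: enzyme reaction 45 min at room temperature, colour 5 min, stabilisation 30 min. Material: SCP-1 catalytic fragment, aa 76-261. Medium: Acidic Tris acetate buffer with magnesium and detergent. Signal: colorimetric free-phosphate detection, absorbance 630 nm. Read-out basis: % inhibition of SCP-1 phosphate liberation. Reagent: Phosphorylated 17-residue peptide substrate.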
Rpn11 inh = Rpn11 (PSMD14) deubiquitinase inhibitors, primary screen, biochemical, fluorescence polarization, uHTS; 26S proteasome non-ATPase regulatory subunit 14 (Homo sapiens), O00487; AID 588493, 2011; human 26S proteasome, Ub4-pepOG fluorescence polarization; 20S core pre-blocked with epoxomicin; calls only at 20 µM; actives 0.59% (n = 360,000);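 active = inhibition at 20 µM, scaled to each plate's controls, above about 33%, limit read from the data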
Target sequence (O00487 whole entry, looked up): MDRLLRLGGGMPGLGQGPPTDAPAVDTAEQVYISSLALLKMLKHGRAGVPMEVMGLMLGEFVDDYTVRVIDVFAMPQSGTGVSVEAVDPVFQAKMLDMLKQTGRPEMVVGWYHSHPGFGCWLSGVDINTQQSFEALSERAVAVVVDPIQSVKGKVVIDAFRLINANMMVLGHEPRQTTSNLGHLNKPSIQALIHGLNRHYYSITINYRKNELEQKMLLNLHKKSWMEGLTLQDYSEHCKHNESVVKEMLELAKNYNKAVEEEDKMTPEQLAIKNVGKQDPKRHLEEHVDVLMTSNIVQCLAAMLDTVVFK
NadD block = inhibitors of S. aureus NadD, primary screen, biochemical, colorimetric, uHTS; purified NadD enzyme, colorimetric absorbance read-out; Nicotinate-nucleotide adenylyltransferase NadD (Staphylococcus aureus N315); actives 0.78% (n = 360,000); inhibition, % at 20 µM; AID 602399, 2012; in the data active = inhibition above about 26%; also: some compounds past the cut are filed as inactive
SUMO1-SIM PPI = modulators of SUMO1 protein-protein interactions, primary screen, biochemical, uHTS. Small ubiquitin-related modifier 1 (Homo sapiens), P63165. SUMO1 binding to a labelled peptide, TR-FRET, 1 h. inhibition, % at 20 µM. actives 0.33% (n = 360,000). AID 602429, 2012; in the data active = inhibition above about 37%
TbMetRS inhib = T. brucei MetRS inhibitors, primary screen, biochemical, luminescence; inhibition, % at 11.9 µM; purified T. brucei MetRS, ATP depletion, Kinase-Glo luminescence; methionyl-tRNA synthetase (Trypanosoma brucei brucei); actives 0.4% (n = 360,000);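 active = inhibition above a per-plate cutoff of the control wells' mean inhibition plus 3 SD, cut at about 5.5% in these data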;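 also: 0% = DMSO wells median and 100% = median of wells with control inhibitor compound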
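Material: T. brucei methionyl-tRNA synthetase, purified; reagent: substrates ATP, L-methionine and bulk Escherichia coli tRNA; dosing: 11.9 µM single point; timing: 15 min plus 2 h at 25 °C; detection: luminescence of leftover ATP; evaluation: % inhibition; control set: DMSO-only wells as low control; replicates: singlicate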
CSN deneddyl inh = inhibitors of CSN-mediated cullin deneddylation, primary screen, biochemical, fluorescence polarization, uHTS; inhibition, % at 12.5 µM; actives 0.38% (n = 360,000); COP9 signalosome complex subunit 5 (Homo sapiens), Q92905; AID 651999, 2013; Purified CSN, SCF-Nedd8-OG deneddylation;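 active = pattern-corrected inhibition above about 35%, with an unprinted fluorescence ratio check between 0.5 and 1.5, limit read from the data, passing the limit was not always enough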;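 also: 0% = enzyme with substrate and 100% = substrate without enzyme; some results filed as inactive read as strong as hits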
Target sequence (Q92905 whole entry, looked up, one chain of several): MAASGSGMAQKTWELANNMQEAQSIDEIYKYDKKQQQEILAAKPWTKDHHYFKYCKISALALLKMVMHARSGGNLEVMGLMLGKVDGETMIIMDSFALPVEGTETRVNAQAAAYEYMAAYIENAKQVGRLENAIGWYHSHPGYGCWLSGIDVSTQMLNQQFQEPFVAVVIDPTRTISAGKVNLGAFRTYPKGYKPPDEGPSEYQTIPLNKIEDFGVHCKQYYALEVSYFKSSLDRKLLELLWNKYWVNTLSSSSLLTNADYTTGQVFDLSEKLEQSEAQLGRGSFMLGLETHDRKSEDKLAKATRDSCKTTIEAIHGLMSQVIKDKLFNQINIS
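Detection – fluorescence polarization · System – HEK293T-derived human Csn5 enzyme · Controls – substrate-only high control, full reaction low control · Timing – 90 min, room temperature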
MLLE-PAM2 inh = inhibitors of PABP1 MLLE–PAM2 peptide binding, primary screen, biochemical, fluorescence polarization, FITC-PAM2, GST-MLLE. actives 0.36% (n = 360,000). inhibition, % at 20 µM. AID 588489, 2011; in the data active = inhibition above about 35%, passing the limit was not always enough;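 also: plate controls were DMSO wells with GST-MLLE for no effect and wells lacking GST-MLLE protein for full effect; some results filed as inactive read as strong as hits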
DNMT1 block = human DNMT1 methyltransferase inhibitors, primary screen, biochemical, molecular beacon, fluorescence, HinP1I cleavage, uHTS. DNA (cytosine-5)-methyltransferase 1 (Homo sapiens), P26358. inhibition (reported as % activation of signal), % at 10 µM. actives 0.83% (n = 360,000). AID 588458, 2011; in the data active = inhibition above about 50%
LMPTP block = LMPTP phosphatase inhibitors, primary screen, biochemical, fluorescence intensity, uHTS | Low molecular weight phosphotyrosine protein phosphatase (Homo sapiens), P24666 | recombinant LMPTP-A, OMFP fluorogenic substrate | inhibition, % at 20 µM | actives 0.22% (n = 360,000) | AID 651560, 2012;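 active = compounds that cut the enzyme signal by at least half of the control window in the single-dose screen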;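 also: plate controls were DMSO wells with enzyme plus substrate for no effect and substrate without enzyme for full effect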
Target sequence (P24666 whole entry, looked up): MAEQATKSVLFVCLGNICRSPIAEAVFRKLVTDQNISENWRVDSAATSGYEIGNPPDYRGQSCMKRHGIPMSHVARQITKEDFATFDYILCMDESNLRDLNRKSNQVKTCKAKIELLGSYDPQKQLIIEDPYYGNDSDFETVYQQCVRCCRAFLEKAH
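Material: LMPTP-A; amount: 0.625 nM enzyme; doses: single 20 µM dose; times: reaction 50 min, room temperature, dark; technique: fluorescence intensity of OMFP turnover product; benchmarks: no-enzyme and uninhibited controls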
STEP inh = STEP phosphatase inhibitors, primary screen, biochemical, fluorescence intensity, uHTS; inhibition, % at 20 µM; recombinant STEP, OMFP fluorogenic substrate; Tyrosine-protein phosphatase non-receptor type 5 (Homo sapiens), P54829; actives 0.25% (n = 360,000);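 active = inhibition at 20 µM, scaled per plate between control wells, above about 37%, limit read from the data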;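 also: 0% = DMSO with enzyme and substrate and 100% = substrate only without enzyme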
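System: STEP (striatal-enriched tyrosine phosphatase) enzyme, cell-free; medium: Bis-Tris pH 6.0 buffer with DTT, detergent; dosing: 20 µM, 1% DMSO; times: reaction 20 min, ambient temperature; detection: fluorescence, 480/540 nm; read-out basis: normalized % inhibition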
Active calls of the source: *; i = inactive; · = no result given; + = active, no number. Outcome played no part in choosing rows; 3.6% or so of the library scored in one or more.

SMILES	Scp-1 inhibitor	Rpn11 inh	NadD block	SUMO1-SIM PPI	TbMetRS inhib	CSN deneddyl inh	MLLE-PAM2 inh	DNMT1 block	LMPTP block	STEP inh
COC(=O)[C@@]1(Cc2ccc(F)cc2)[C@H]2c3cc(C(=O)N(C)C)n(Cc4cc(C)n(C)n4)c3C[C@H]2CN1C(=O)c1ccccc1	·	·	-7	7	-0.8	102*	·	·	-0.3	·
Cc1cccc(CN2CCN(C(=O)c3cccc4ccccc34)CC2)c1	-16	i	-2	0	0.3	-4	17	-1	-3.4	0
COc1ccc(S(=O)(=O)N2CCC(C(=O)NCc3ccccn3)CC2)cc1C	-2	i	-3	-2	-2.0	0	2	2	-0.3	-6
O=c1[nH]c(O)c(C=Nc2ccc(Cl)cc2Cl)c(=O)[nH]1	-7	i	2	-3	-0.3	4	-7	-3	-0.4	-1
O=S(=O)(Nn1cnnc1)c1ccccc1Cl	-7	i	4	1	-1.2	6	5	4	-3.9	-2
CCC(C(=O)NC1CCCC1)N(C(=O)Cn1nnc(-c2ccc(OC)c(OC)c2)n1)c1cccc(O)c1 (stereo not drawn)	-7	i	2	-2	0.2	1	-5	2	0.4	-2
CC1Cc2ccccc2N1C(=O)CO/N=C/c1ccc(OC(F)F)cc1 (stereo not drawn)	-5	i	-2	-7	0.4	-5	-5	-7	0.7	-3
COc1ccc(CCNCc2cc3ccc(C)cc3[nH]c2=O)cc1OC	-7	i	-8	3	-1.0	-3	-2	1	1.9	-1
CC(=O)c1c(C)[nH]c(C(=O)COc2ccc3c(C)cc(=O)oc3c2)c1C	-9	i	3	-3	0.3	5	-6	2	-0.8	-1
COC(=O)c1cccc(/C=N/NC(N)=S)c1O	1	i	-3	-9	1.1	1	12	2	-2.1	0
Cc1oc2ccc(O)cc2c1C(=O)c1ccc(Cl)cc1	-11	i	-10	4	-0.8	5	-2	-7	2.3	0
O=C(NCCCN1CCN(c2cccc(Cl)c2)CC1)C1(S(=O)(=O)c2ccc(Cl)cc2)CC1	-11	i	-6	-3	-0.1	-2	-8	-4	-1.9	1

Sorted by heavy-atom count (ascending): part of the list above
SMILES	Scp-1 inhibitor	Rpn11 inh	NadD block	SUMO1-SIM PPI	TbMetRS inhib	CSN deneddyl inh	MLLE-PAM2 inh	DNMT1 block	LMPTP block	STEP inh
O=S(=O)(Nn1cnnc1)c1ccccc1Cl	-7	i	4	1	-1.2	6	5	4	-3.9	-2
COC(=O)c1cccc(/C=N/NC(N)=S)c1O	1	i	-3	-9	1.1	1	12	2	-2.1	0
O=c1[nH]c(O)c(C=Nc2ccc(Cl)cc2Cl)c(=O)[nH]1	-7	i	2	-3	-0.3	4	-7	-3	-0.4	-1
Cc1oc2ccc(O)cc2c1C(=O)c1ccc(Cl)cc1	-11	i	-10	4	-0.8	5	-2	-7	2.3	0
CC1Cc2ccccc2N1C(=O)CO/N=C/c1ccc(OC(F)F)cc1 (stereo not drawn)	-5	i	-2	-7	0.4	-5	-5	-7	0.7	-3
COc1ccc(S(=O)(=O)N2CCC(C(=O)NCc3ccccn3)CC2)cc1C	-2	i	-3	-2	-2.0	0	2	2	-0.3	-6
O=C(NCCCN1CCN(c2cccc(Cl)c2)CC1)C1(S(=O)(=O)c2ccc(Cl)cc2)CC1	-11	i	-6	-3	-0.1	-2	-8	-4	-1.9	1
CCC(C(=O)NC1CCCC1)N(C(=O)Cn1nnc(-c2ccc(OC)c(OC)c2)n1)c1cccc(O)c1 (stereo not drawn)	-7	i	2	-2	0.2	1	-5	2	0.4	-2
COC(=O)[C@@]1(Cc2ccc(F)cc2)[C@H]2c3cc(C(=O)N(C)C)n(Cc4cc(C)n(C)n4)c3C[C@H]2CN1C(=O)c1ccccc1	·	·	-7	7	-0.8	102*	·	·	-0.3	·

The results go on.
SMILES	Scp-1 inhibitor	Rpn11 inh	NadD block	SUMO1-SIM PPI	TbMetRS inhib	CSN deneddyl inh	MLLE-PAM2 inh	DNMT1 block	LMPTP block	STEP inh
CCC(C)C1Nc2ccc(C(=O)NCc3ccc4c(c3)OCO4)cc2NC1=O (stereo not drawn)	-6	i	-5	-9	-0.1	-1	-13	0	0.0	0
Cc1ccc(C(=O)C(C)OC(=O)CCN=C2NS(=O)(=O)c3ccccc32)cc1 (stereo not drawn)	-1	i	-3	2	-0.1	-2	-15	-2	-0.6	-2
CC1(C)CC(NC(=O)C23CCC(C)(C(=O)C2)C3(C)C)CC(C)(C)N1 (stereo not drawn)	-5	i	6	0	-0.7	3	0	2	-0.9	1
COc1ccc(NC(=O)c2ccc3c(=O)n4c(nc3c2)CCCCC4)cc1	-6	i	-4	2	0.1	5	-7	0	-2.2	0
O=C(CCc1ccccn1)N1CCCC(Nc2cccc(F)c2)C1 (stereo not drawn)	1	i	-1	5	-1.1	2	-2	2	1.0	0
COc1ccc(Cl)cc1NC(=S)NCCN1CCOCC1	-5	i	1	0	-0.2	-7	3	-2	0.7	3
O=C(O/N=C1\CCCc2ccccc21)c1cccc(Cl)c1	-17	i	4	2	0.8	3	11	0	3.4	-3
O=C(NNC(=O)c1ccccc1-n1cccc1)c1ccc(Cl)c(Cl)c1	5	i	0	3	-0.6	4	9	4	0.2	-2
COc1ccc2c(COC(=O)c3ccc(C)c(S(=O)(=O)N4CCOCC4)c3)cc(=O)oc2c1	7	i	21	-46	-0.1	3	-3	0	1.8	2
Cc1ccc(-c2cc(C(F)F)n3ncc(C(=O)Nc4ccc(S(=O)(=O)Nc5ccccc5C)cc4)c3n2)cc1	1	i	36*	-4	-1.5	-1	-19	-1	-0.6	1
COCCNC(=O)C(=O)Nc1ccc2c(c1)N(S(=O)(=O)c1cccs1)CCC2	-12	i	-5	0	-0.2	2	3	1	-0.6	3
COc1ccc(S(=O)(=O)NC(CC(=O)NCCc2ccc(OC)c(OC)c2)C(C)C)cc1 (stereo not drawn)	-1	i	-2	7	-0.4	-5	9	1	-0.9	-1
CCOC(=O)N1CCN(c2c(NCc3ccc(N(C)C)cc3)c(=O)c2=O)CC1	-10	i	-3	5	-0.6	4	-6	1	-1.6	-6
Cc1cc(C)n(-c2ccc(C(=O)N3CCC(CO)(Cc4ccccc4)CC3)cc2)n1	-5	i	-2	4	-0.5	-2	-5	-4	0.6	3
CC1(C)CC(=O)C2=C(C1)N(CC1CCCO1)C(=O)C2(O)C(F)(F)F (stereo not drawn)	-10	i	-4	0	-0.7	1	8	1	-2.0	-3
COc1ccc(OCC(=O)N2CCN(c3cccc(C(F)(F)F)c3)CC2)cc1	2	i	-1	-2	-1.2	3	-9	0	0.8	-4
Cc1ccccc1NC(=O)Cn1nnc(S(=O)(=O)c2ccc(C(C)(C)C)cc2)c1N	106*	+	13	10	1.0	-5	0	61*	48	21
CC(C)(C)c1cc(C(=O)N/N=C/c2ccco2)n[nH]1	-2	i	2	-9	0.2	-6	-6	6	-0.5	1
C[N+]1(C)CCC(OC(=O)C(O)(c2ccccc2)C2CCCC2)C1 (stereo not drawn)	-14	i	1	5	-0.9	0	-5	0	-0.4	-2
NNC(=O)c1nc(-c2ccccc2)n2c1CCCCC2	-6	i	8	-2	0.1	0	-6	-3	-1.5	1
Cc1ccc2cccc(OC(=O)c3c(F)cccc3Cl)c2n1	·	i	-1	2	0.3	-1	9	-2	1.3	-1
O=C(NC(=S)NCCN1CCOCC1)c1ccc(F)cc1	-1	i	3	0	-0.2	-2	14	24	-0.8	-1
CC(Sc1ccc2c(c1)OCCO2)C(=O)Nc1ccc(N2CCOCC2)cc1 (stereo not drawn)	-4	i	-1	5	0.7	-2	17	-3	-0.2	-2
NC(=O)C1CCCN(C(=O)c2[nH]c(C(F)(F)F)nc2-c2ccccc2)C1 (stereo not drawn)	·	i	-7	1	-0.5	4	1	2	-1.9	1
ON(CCc1ccccn1)Cc1ccccc1	-2	i	2	-1	-0.1	-3	20	0	-1.6	2
CN(C)c1ccc(/C=C2\SC(=O)N(CCc3nnc(N)s3)C2=O)cc1	3	·	8	-19	-1.1	32	-112	8	13	-4
COc1ccc(NC(=O)CN(C)C(=O)c2ccc3c(c2)S(=O)(=O)N=C2CCCCCN23)cc1	-5	i	-7	-4	-0.4	0	1	2	-0.8	-4
CCNC(=S)N(CCc1c(C)[nH]c2ccccc12)Cc1cc(OC)c(OC)c(OC)c1	-3	i	-6	4	-0.2	1	-112	-9	0.8	0
NC(=O)CSc1nnc(COc2ccccc2)n1CCc1ccccc1	-4	i	-4	4	-0.4	0	-3	2	-0.9	1
COc1cc2nc(N(CCCN(C)C)C(=O)c3ccc(S(=O)(=O)N(C)C4CCCCC4)cc3)sc2cc1OC	1	i	-3	-32	-0.6	0	-5	0	-5.6	-1
O=C(O)CCCC(=O)Nc1c(F)c(F)c(F)c(F)c1F	-12	i	-3	-4	-0.7	1	1	1	-2.3	0
O=C1c2ccccc2C(=O)N1CC#CCN1CCN(C(c2ccccc2)c2ccccc2)CC1	-15	i	-1	-2	0.5	1	11	-5	1.6	0
COC(=O)c1cccc(NC(=O)CSc2nnc(COc3ccc(C#N)cc3)n2-c2ccccc2)c1	-2	i	-6	1	-1.0	-1	-1	0	-0.1	-4
